Screening results as filed in PubChem BioAssay.
POLB inh = qHTS Assay for Inhibitors of DNA Polymerase Beta; Pol beta primer extension/strand displacement, fluorescence kinetic; Potency, µM (doses to about 114 µM), without a hit: top-dose activity change, negative = inhibition, hits mostly inhibitors; 340,000 tested, 1.3% active; further: potency means the concentration at half of the fitted maximal effect; on the % scale 0 is the no-effect control and ±100 the full control effect
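Preincubation: enzyme (10 nM) with compound, 15 min, RT. Reaction: substrate added to 50 nM final. Reads: 0 and 10 min. Analysis: normalized, Hill fit.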
ERG Ets-DNA blk = qHTS for Small Molecule Inhibitors of the ERG Ets/DNA interaction; Potency, µM (titrated, usually from 76.9 µM), inactives show top-dose FP activity, negative = inhibition, actives largely listed as inhibitors; fluorescence polarization, His-ERG Ets domain / labelled DNA; Transcriptional regulator ERG (Homo sapiens), P11308; 370,000 tested, 0.028% active; active means well fitted inhibition curve with a large enough effect in the polarisation, with a control signal flat; inconclusive means small, poorly fitted or top-dose-only effect, or effect the other way, or a change in a side signal; inactive means no such curve, though single readings can be large or run the other way; the % refers to the polarisation;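 further: polarization taken with two DNA probes labelled with fluorescein and Texas red; potency means the concentration at half of the fitted maximal effect; % of control where 0% means no effect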
Target sequence (P11308 whole entry, looked up, the tested form may be a part): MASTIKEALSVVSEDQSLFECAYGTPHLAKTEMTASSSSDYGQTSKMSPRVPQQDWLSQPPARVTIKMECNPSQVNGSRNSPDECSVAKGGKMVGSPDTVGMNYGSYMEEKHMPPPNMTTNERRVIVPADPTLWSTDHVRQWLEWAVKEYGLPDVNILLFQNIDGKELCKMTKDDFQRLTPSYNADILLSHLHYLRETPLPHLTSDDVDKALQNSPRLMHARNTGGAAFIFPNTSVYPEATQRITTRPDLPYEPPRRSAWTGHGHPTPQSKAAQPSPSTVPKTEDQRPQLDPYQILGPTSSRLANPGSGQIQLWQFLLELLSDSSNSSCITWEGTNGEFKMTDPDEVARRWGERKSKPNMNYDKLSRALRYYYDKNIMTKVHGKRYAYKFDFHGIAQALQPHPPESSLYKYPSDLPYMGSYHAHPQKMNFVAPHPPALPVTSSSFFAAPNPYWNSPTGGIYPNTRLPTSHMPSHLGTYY
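His-tagged ERG Ets domain (1 uM in the protein solution; 300mM KCl, 50mM Tris-HCl, 1mM EDTA, 1mM DTT, pH 7.5) received compound, then a probe mix of 5 nM fluorescein-DNA and 100nM Texas-615-DNA. Fluorescence polarization was read for both dyes.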
Pol eta inh = qHTS for Inhibitors of Polymerase Eta. Potency, µM (highest dose often 114 µM), without a hit: at the highest dose activity change, negative = inhibition, usual class: inhibitors. recombinant Pol eta, fluorescent DNA replication assay. 390,000 tested, 1.2% active. AID 588591, 2011. DNA polymerase eta (Homo sapiens), Q9Y253; further: potency means the concentration at half of the fitted maximal effect; on the % scale 0 is the no-effect control and ±100 the full control effect
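Pol eta (10 nM) was preincubated with compounds for 15 min at room temperature, after which fluorescent replication substrate (50 nM final) was added to start the reaction. Fluorescence was read kinetically at 0 and 10 min.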
LDHA inh = qHTS assay for inhibitors of human lactate dehydrogenase. L-lactate dehydrogenase A chain (Homo sapiens), P00338. purified LDHA, NADH/diaphorase-resazurin fluorescence; stronger effect = lower value. activity change, % (values are at about 110 or 230 µM). 480,000 tested, 0.15% active. AID 1347041, 2019; in the data active means activity change below about -30%; inconclusive means mostly about -25% to -30%;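 further: plate controls were DMSO wells for no effect and wells without enzyme for full effect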
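Human LDH5 (2 nM) was incubated with 0.06 mM NADH and 0.2 mM pyruvate for 5 min at room temperature in Tris pH 7.4. Remaining NADH was coupled through diaphorase/resazurin, and resorufin fluorescence was read at 0 and 20 min.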
Pol kappa inh = qHTS for Inhibitors of Polymerase Kappa | purified Pol kappa, fluorescent DNA synthesis assay, 10 min | Potency, µM (series often up to 107 µM), inactives show top-dose activity, negative = inhibition, usual class: inhibitors | 400,000 tested, 0.53% active | AID 588579, 2011; further: potency means the concentration at half of the fitted maximal effect; on the % scale 0 is the no-effect control and ±100 the full control effect
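Enzyme at 10 nM met test compounds for 15 min at room temperature. Substrate addition (50 nM final) began the reaction, which was monitored by fluorescence at 0 and 10 min.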
ALOX12 inh = Primary qHTS assay for inhibitors of human arachidonate 12S-lipoxygenase (ALOX12): Round 2; 580,000 tested, 1.1% active; Potency, µM (doses to about 108 µM), for inactives: at the highest dose activity change, negative = inhibition, actives largely listed as inhibitors; Polyunsaturated fatty acid lipoxygenase ALOX12 (Homo sapiens), P18054; purified 12hLO, xylenol orange hydroperoxide absorbance; further: potency means the concentration at half of the fitted maximal effect; on the % scale 0 is the no-effect control and ±100 the full control effect
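Purified human 12hLO (150 nM final) in 25 mM Hepes, 0.01% Triton X-100, pH 7.0 was preincubated 15 min at room temperature with compound. Then 40 uM arachidonic acid was added, 30 min. Hydroperoxide was read by Fe-XO absorbance ratio 573/405 nm.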
RGS4 inh = Inhibitors of Regulator of G Protein Signaling (RGS) 4: qHTS; Transcreener GDP fluorescence polarization, RGS4-accelerated GTP hydrolysis; Potency, µM (highest dose often 114 µM), without a hit: at the top dose activity change, negative = inhibition, most hits filed as inhibitors; 390,000 tested, 0.039% active; further: potency means the concentration at half of the fitted maximal effect; on the % scale 0 is the no-effect control and ±100 the full control effect; nearly all actives have a fitted effect of over 75% in size; some results filed as inactive show a strong effect at the top dose
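MLSMR compounds (23 nl, pin-transferred) preincubated 10 min at room temperature with a 500nM (2x) first reagent, then RGS4 at 900nM (2x) plus Transcreener GDP mix added; fluorescence polarization (620/688 nm) read before and after 90 min at 30 °C.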
Apoferritin bind = qHTS Assay for Identification of Novel General Anesthetics | Ferritin light chain (Equus caballus), P02791 | apoferritin/1-aminoanthracene competitive binding, fluorescence | Potency, µM (highest dose often 77.5 µM), for inactives: at the highest dose activity change, negative = displacement, actives largely listed as inhibitors | 350,000 tested, 0.074% active | AID 485281, 2010; further: potency means the concentration at half of the fitted maximal effect; on the % scale 0 is the no-effect control and ±100 the full control effect; nearly all actives have a fitted effect of over 20% in size
Target sequence (P02791 2-175 limits assumed): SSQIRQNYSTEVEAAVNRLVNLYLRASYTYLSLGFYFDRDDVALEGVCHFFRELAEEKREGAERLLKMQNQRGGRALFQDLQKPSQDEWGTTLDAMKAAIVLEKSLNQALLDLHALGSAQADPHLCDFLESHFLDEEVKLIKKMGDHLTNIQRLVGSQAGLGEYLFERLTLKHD
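Probe: 1-aminoanthracene (50% saturated, PBS). Protein: horse-spleen apoferritin, 10 uM. Incubation: 10 min, room temperature. Detection: 380 nm excitation, 535 nm emission. Analysis: normalized response, four-parameter Hill.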
APEX1 inh = qHTS Assay for Inhibitors of the Human Apurinic/apyrimidinic Endonuclease 1 (APE1) | Potency, µM (series often up to 65.8 µM), for inactives: at the highest dose activity change, negative = inhibition, actives largely listed as inhibitors | DNA repair nuclease/redox regulator APEX1 (Homo sapiens), P27695 | 350,000 tested, 0.35% active | recombinant APE1, TAMRA/BHQ-2 abasic DNA cleavage fluorescence;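 further: potency means the concentration at half of the fitted maximal effect; plate controls were vehicle for no effect and reference inhibitor for full effect; nearly all actives have a fitted effect of over 55% in size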
Target sequence (P27695 whole entry, looked up): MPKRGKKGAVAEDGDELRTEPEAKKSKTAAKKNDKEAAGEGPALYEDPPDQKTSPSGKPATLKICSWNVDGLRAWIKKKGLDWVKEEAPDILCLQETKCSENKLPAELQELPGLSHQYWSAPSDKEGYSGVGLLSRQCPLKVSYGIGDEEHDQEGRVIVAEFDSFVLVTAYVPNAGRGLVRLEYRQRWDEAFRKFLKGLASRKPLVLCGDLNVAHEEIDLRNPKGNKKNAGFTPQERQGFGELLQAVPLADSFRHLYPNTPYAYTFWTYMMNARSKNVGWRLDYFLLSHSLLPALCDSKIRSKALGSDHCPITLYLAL
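Endonuclease cleavage of a quenched abasic-site DNA duplex (50 nM) by APE1 (0.75 nM) was tracked by TAMRA dequenching. Compounds were preincubated with enzyme 15 min at room temperature; data normalized to buffer-only and DMSO wells plus NSC13755 control.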
An asterisk follows results filed as active; ? = inconclusive; · = not tested or not shown; & = joins results of further samples; [ ] = another dose, or the depositor's remark. Unless noted, the call rests on the fitted dose curve; in most records, active means well fitted curve in the direction sought with a large enough effect; inconclusive means small, poorly fitted or top-dose-only effect, or another doubt; inactive means no such curve, though single readings can be large; an effect the other way counts as inactive or inconclusive. The list is partial; count on the stated rates, not on these rows.

SMILES	POLB inh	ERG Ets-DNA blk	Pol eta inh	LDHA inh	Pol kappa inh	ALOX12 inh	RGS4 inh	Apoferritin bind	APEX1 inh
CCOc1ccc(N2C(=O)CC(Sc3nc(-c4cccs4)cc(C(F)(F)F)c3C#N)C2=O)cc1 (stereo not given)	1.5%	0.7%	-3.7%	-2.6	-7.7%	0.2%	-26.7%	-16.4%	-3.7%
Nc1nonc1C(=O)NCCNCc1cccc(Cl)c1Cl	-11.8%	0.7%	-15.6%	-2.3	2.9%	-9.7%	-2.1%	-10.3%	·
C/C(=N/NS(=O)(=O)c1ccc(C)cc1)c1ccc(NC(=O)C(F)(F)F)cc1	16.1%	4.4%	-20.9%	-10.0	-10.4%	-3.9%	0.0%	4.1%	-1.3%
N#Cc1ccc(CN2CCN(c3ccc(S(=O)(=O)N4CCCC4)cn3)CC2)cc1	·	-0.1%	-22.1%	-3.4	-20.2%	27.0%	0.7%	·	-5.3%
CN(C)S(=O)(=O)c1cccc(NC(=O)COC(=O)c2cn(-c3ccccc3)nc2-c2ccccc2)c1	2.5%	24.7%	-21.8%	-3.9	-2.9%	3.6%	4.8%	0.4%	-7.6%
O=C(O)Cn1c(C(F)(F)F)nc2ccccc21	1.7%	1.8%	-10.0%	1.0	12.2%	-17.2%	9.8%	-2.0%	4.8%
Cc1cccc(NC(=O)Nc2ccc3c(c2)CCC3)c1	18.6%	-3.0%	-15.5%	-1.8	-7.7%	0.0%	-3.5%	-6.8%	9.9%
CCc1ccc(-c2nn(-c3ccccc3)cc2C2SCC(=O)N2Cc2ccco2)cc1 (stereo not given)	-8.3%	1.4%	-10.7%	-1.8	-16.3%	-15.2%	8.8%	49.5%[activator]	-7.2%
C=C(C)C1CC=C(C)/C(=N\NC(=O)CCc2ccccc2)C1 (stereo not given)	13.4%	-3.3%	-13.8%	0.1	-0.8%	-5.6%	-17.2%	-1.0%	-0.5%
COc1ccc(Nc2cc(C)nc3ccccc23)cc1	12.6%	1.5%	-9.9%	-13.1	-18.4%	-6.8%	14.7%	-16.2%	4.3%
COc1ccc(CN2CCN(Cc3ccon3)CC2CCO)c(C)c1C (stereo not given)	28.8%	6.8%	-14.8%	-5.5	8.1%	-16.3%	-19.1%[56.9 µM]	-0.4%	1.6%
COCCNC(=O)CCCN1C(=O)c2ccccc2Sc2ncccc21	-1.5%&83.7%	0.7%&-2.9%	-10.1%&9.1%	-3.8&-3.4	8.7%[60.1 µM]	0.0%&-18.0%	5.3%&-2.6%	5.5%&5.6%	-5.6%
CCOc1cc(CN2CCN(c3ccc(C(C)=O)cc3)CC2)ccc1OC	48.2%	1.4%	-8.3%	-20.5	-20.7%	?	28.9%	-4.2%	3.1%
CCOc1ccc(OCC)c(S(=O)(=O)N2CCC(C)CC2)c1	-0.2%	-9.0%	-13.6%	-6.6	-15.1%	-3.1%	20.9%	-5.5%	-0.7%
Cc1cccc(NC(=O)CCNS(=O)(=O)c2cccc3nsnc23)c1C	1.5%&32.1%	-1.5%&0.0%	-18.9%&-6.6%	-7.9&-5.7	4.5%&-14.5%	-0.6%&1.2%	-0.3%&16.0%	-7.1%&-3.8%	4.2%
C=CCn1c(SCC(=O)Nc2nnc(CC)s2)nnc1-c1ccco1	-10.3%	7.6%	-8.2%	-3.9	5.1%	0.0%	12.0%	-17.0%	-3.5%
Cc1ccc(NC(=O)c2cccc3c2C(=O)N(C2CCCCC2)C3)c(C)c1	13.5%&-2.8%	-4.2%&4.6%	3.4%&-4.5%	-1.5&-2.9	-11.4%&-8.8%	-17.4%	26.5%&18.5%	-8.9%&52.8%	-9.3%
CC1CCCC(C)N1/N=C/c1ccccc1OC(F)F (stereo not given)	13.5%	12.7%	-21.8%	2.9	-10.1%	-1.9%	-22.2%	-9.9%	-2.4%
C=CCN1C(=O)/C(=C/c2ccc(OC(C)=O)c(OCC)c2[N+](=O)[O-])SC1=S	?	122.2%[activator]	20µM*	10.0	?	?	?	?	-1.3%
CCOc1cc(/C=N/O)cc(Cl)c1OC	15.8%	-3.8%	-1.5%	-3.0	2.0%	30.1%[activator]	8.3%	?	14.0%
COc1ccc2oc(C(=O)c3ccccc3)c(NC(=O)CN3CCN(C)CC3)c2c1	-3.7%	5.0%	-3.8%	-4.3	-4.1%	0.9%	6.2%	-19.7%	-1.7%
Cc1cccc(CC(=O)NC2CC(=O)N(c3ccc4c(c3)OCCO4)C2)c1 (stereo not given)	-10.2%	0.8%	-9.5%	1.6	-10.0%[60.1 µM]	-9.3%	6.6%	5.3%	·
CCOC(=O)Nc1ccc2c(c1)N(C(=O)N(CC)CC)c1ccccc1CC2	-1.0%	-1.4%	-18.4%	-3.6	-22.7%	-11.8%	8.8%	?	-1.4%
FC(F)(F)c1ccccc1C1=CC(c2ccccc2)n2ncnc2N1 (stereo not given)	·	10.6%	-8.9%	1.0	-16.7%	0.1%	6.2%	·	·
CCc1cccc2c(C(=O)C(NCCOC)c3ccccc3)c[nH]c12 (stereo not given)	3.4%	-8.3%	-10.6%	-2.6	-11.8%	15.1%	5.7%	-7.8%	43.8%[activator]
CN(C(=O)CSc1nnnn1-c1ccc(O)cc1)C1CCCCC1	·	12.9%	-12.5%	-1.0	8.4%	-3.6%	-17.6%	·	-7.5%
CCOc1ccccc1OCC(=O)Nc1ccc(S(=O)(=O)N(C)C)cc1	4.5%	6.8%	-12.0%	-2.8	-3.0%	-25.2%	-26.0%	?	16.8%
CCOc1ccc(NC(=O)CN2CCN(CC(=O)Nc3ccccc3OCC)CC2)cc1	27.6%	2.1%	-7.9%	-1.3	4.4%[60.1 µM]	?	-10.4%	-7.3%	·
O=C(CNC(=O)c1ccc(Br)o1)NCc1ccc(Cl)cc1	0.3%	2.4%	7.8%	0.7	-7.4%	·	32.9%	-13.0%	30.0%
O=C(Nc1cccc(Cl)c1)N1Cc2ccccc2Oc2ncccc21	-4.7%	4.4%	·	-7.9	-5.4%	-7.0%	-8.2%	42.5%[activator]	·
O=C(Nc1ccccc1)O/N=C/c1ccncc1	40.6%	-13.2%	0.0%	-4.0	-11.6%	0.0%	17.4%	-6.9%	-1.1%
O=C(NC(=S)Nc1nc(-c2ccccc2)cs1)c1cncc(Br)c1	6.1%	·	6.5%	-3.6	-6.5%	2.1%	-36.9%	-17.1%	0.8%
COc1ccc(OC)c(S(=O)(=O)NCCc2sc(-c3cccnc3)nc2C)c1	19.6%	-6.3%	-4.4%	-3.0	-7.6%[60.1 µM]	-5.0%	17.8%	-14.5%	·
COC(=O)CSc1nc(N2CCOCC2)c2c(c1C#N)CCCC2	-10.3%	15.9%	-14.2%	1.8	19.3%	?	-13.7%	-5.4%	-2.1%
COc1ccc(Nc2nc3ccccc3n3cnnc23)cc1Cl	3.5%	-4.4%	-21.9%	-0.9	-4.7%	0.0%	-21.8%	-2.2%	16.6%
COC(C[C@@H](O)C[C@@H](O)[C@H](C)OCc1ccccc1)OC	·	-8.6%	-8.9%	-5.1	-2.4%	-32.5%	10.7%	·	·
Cc1ccccc1Nc1nnc(SCC(=O)N(C)C2CCS(=O)(=O)C2)s1 (stereo not given)	-0.5%	-1.5%	-22.6%	-1.8	4.2%	-8.4%	-31.1%	-8.3%	2.5%
CCN(CC)C(=O)COc1ccc(/C=N/NC(=O)c2cc(-c3ccccc3OC)nc3ccccc23)cc1OC	·	-1.5%	-7.9%	-16.5	-4.2%	-28.0%	-3.2%	·	·
CCNc1nc(NCC)nc(N(C)n2cnnc2)n1	29.3%	4.7%	-16.8%	-0.8	-18.2%	-7.2%	-17.2%	-5.7%	-1.1%
COc1ccc(/C(C)=N/NC(=O)CNC(=O)c2ccco2)c(OC)c1	6.0%	-6.6%	-19.2%	-2.4	-1.3%	3.0%	-7.6%	2.1%	7.7%
COCCN(C(=O)Nc1ccc(OC)cc1)c1nc2ccccc2s1	-21.5%	0.4%	-17.6%	-0.1	-4.5%	12.3%	-30.4%	-3.0%	-12.0%
CCc1ccc(NC(=O)Cn2c(=O)n(-c3ccccc3)c(=O)c3ccc(C(=O)NCc4ccc5c(c4)OCO5)cc32)cc1	14.1%	6.8%	-7.5%	-6.0	-2.6%	-23.3%	-23.0%	-21.8%	·
